# LNCaP diff act: activators of LNCaP prostate cell differentiation, primary screen, flow cytometry side scatter. 4 d. side scatter shift, % at 10 µM. 0.56% of 24,000 active. AID 795, 2007;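 active = side scatter shift above 30%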;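 also: androgen-responsive LNCaP prostate cancer cells in charcoal-stripped serum medium; percent of cells past a gate set so DMSO wells show 10% shift; higher shift means more granular cells and more differentiation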
# VLA-4 agonist: enhancers of LDV-FITC binding to VLA-4 integrin, primary screen, Jurkat cells, flow cytometry; Integrin alpha-4 (Homo sapiens), P13612; activation, % at 10 µM (by protocol); 24,000 tested, under 10 active; AID 528, 2006;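 active = fluorescent ligand binding to cells raised by more than 40% of the manganese-induced maximum; inconclusive = compound's own fluorescence above 85% of the ligand control signal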;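 also: 0% = ligand binding without compound and 100% = manganese-stimulated maximal binding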
# Target sequence (P13612 whole entry, looked up): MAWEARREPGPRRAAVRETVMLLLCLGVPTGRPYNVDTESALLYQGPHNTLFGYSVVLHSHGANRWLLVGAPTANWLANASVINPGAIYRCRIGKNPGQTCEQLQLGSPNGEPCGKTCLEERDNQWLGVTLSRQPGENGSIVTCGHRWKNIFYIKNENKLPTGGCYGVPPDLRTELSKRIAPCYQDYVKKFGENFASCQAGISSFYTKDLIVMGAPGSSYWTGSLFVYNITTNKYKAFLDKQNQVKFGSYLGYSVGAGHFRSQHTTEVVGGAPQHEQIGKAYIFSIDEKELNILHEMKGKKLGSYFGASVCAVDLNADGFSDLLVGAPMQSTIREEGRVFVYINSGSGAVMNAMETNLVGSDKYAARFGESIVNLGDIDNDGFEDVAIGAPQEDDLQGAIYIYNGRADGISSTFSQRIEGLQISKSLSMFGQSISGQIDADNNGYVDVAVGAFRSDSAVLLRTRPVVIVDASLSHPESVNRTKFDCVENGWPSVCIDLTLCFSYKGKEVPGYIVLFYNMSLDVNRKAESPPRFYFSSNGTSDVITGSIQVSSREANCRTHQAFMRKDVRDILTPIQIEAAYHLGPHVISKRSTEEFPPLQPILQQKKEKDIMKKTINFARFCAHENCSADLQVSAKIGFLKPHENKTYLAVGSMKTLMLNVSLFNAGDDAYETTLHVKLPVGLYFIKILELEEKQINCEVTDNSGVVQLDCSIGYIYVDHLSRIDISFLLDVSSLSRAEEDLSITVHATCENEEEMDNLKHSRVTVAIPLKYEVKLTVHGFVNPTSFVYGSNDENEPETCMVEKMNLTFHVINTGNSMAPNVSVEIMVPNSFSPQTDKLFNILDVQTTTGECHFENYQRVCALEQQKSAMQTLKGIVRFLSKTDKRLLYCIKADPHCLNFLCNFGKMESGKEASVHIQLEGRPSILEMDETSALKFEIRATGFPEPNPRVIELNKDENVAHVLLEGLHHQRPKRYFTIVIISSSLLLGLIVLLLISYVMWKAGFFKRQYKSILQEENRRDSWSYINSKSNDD
# VLA-4 antagonist: inhibitors of LDV-FITC binding to Mn2+-activated VLA-4, primary screen, Jurkat cells; Integrin alpha-4 (Homo sapiens), P13612; LDV-FITC binding with Mn2+, flow cytometry; 100% = Mn2+-driven binding gain fully reversed; inhibition, % at 10 µM (by protocol); 0.2% of 24,000 active;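 active = inhibition above 50%; inconclusive = compound itself fluorescent, judged against control cell fluorescence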;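 also: 0% = Mn2+ stimulated cells lacking compound and 100% = ligand binding without Mn2+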
# Jurkat autofluor: compound autofluorescence on Jurkat cells, primary screen, artefact control for VLA-4 allosteric ligand project, cell-based, flow cytometry. 0.61% of 24,000 active. fluorescence ratio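 (tested at 10 µM compound in the well)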. AID 576, 2007. stronger effect = higher value; 1 = vehicle-only cell background;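 active = fluorescence ratio above 2.44, which is 1 plus 3 SD of all ratios; inconclusive = signal too bright to measure linearly, ratio around 10 or more; inactive = fluorescence ratio below 2.44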;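 also: green fluorescence of cells measured with 488 nm excitation and 530 nm emission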
# An asterisk follows results filed as active; ? = inconclusive.
VLA-4 agonist,LNCaP diff act,Structure,VLA-4 antagonist,Jurkat autofluor
10.0,6.0,COc1ccc(N(CC(=O)Nc2cc(C)ccc2OC)S(=O)(=O)c2c(C)noc2C)cc1,-4.0,1.04
4.0,4.0,COc1cc(C(=O)NCc2nnc(SCC(=O)N3CCCCC3)o2)cc(OC)c1OC,5.0,0.92
-4.0,10.0,CCOC(=O)C1=C(N2CCCCC2)c2cc3c(n2C1=O)CCCC3,15.0,1.18
2.0,6.0,CCOc1ccc(CCNC(=O)c2oc3c(c2C)-c2[nH]ncc2CC3)cc1OCC,-10.0,1.09
-4.0,9.0,CC(C)N1C(=O)CN(C2CCCCCC2)C(=O)C1c1ccccc1F (stereo unspecified),10.0,1.07
-2.0,8.0,CC1CCN(S(=O)(=O)c2ccc3c(c2)CCN3C(=O)CCC(=O)O)CC1,-1.0,0.98
-1.0,4.0,O=C(NCc1ccc2c(c1)OCO2)C1CCCN(S(=O)(=O)c2cccc3cccnc23)C1 (stereo unspecified),4.5,1.09
-9.0,2.0,OC(COc1ccc(OCC(O)CN2CCCCCC2)cc1)CN1CCCCCC1 (stereo unspecified),1.0,0.97
-1.0,19.0,CCCOC(=O)c1cc2ccccc2oc1=O,-28.0,0.93
1.0,7.0,CNC(=O)c1ccc(Oc2ccc(C(=O)NC)cc2)cc1,9.0,1.09
-8.5,6.0,O=C(c1cc(-c2ccco2)nn1-c1cccc(Cl)c1)N1CCCCC1,9.0,1.21
-6.0,7.0,Cc1ccccc1-n1nnc2c(=O)oc3ccccc3c21,1.7,1.09
-10.0,4.0,C/C(N)=C(/C#N)C(=O)CSc1nnc(Nc2cccc(C)c2)s1,4.0,1.11
5.0,7.0,Cc1ccc(-n2c(Cc3cccn3C)nnc2SCC(=O)Nc2cc(C)on2)cc1,-1.0,1.01
-4.0,12.0,COc1ccc(-n2c(Cc3cccn3C)nnc2SCC(=O)Nc2cccc(Cl)c2)cc1,6.0,1.04
3.0,13.0,O=C(NCCN1C(=O)C2C3C=CC(C3)C2C1=O)Nc1cccnc1 (stereo unspecified),19.0,1.05
-5.0,4.0,O=C(Cn1nc(Cc2cccnc2)c2ccccc2c1=O)NCC1COc2ccccc2O1 (stereo unspecified),-14.0,1
?,3.0,COc1ccccc1N1CCN(C(CNS(=O)(=O)c2ccccc2)c2cccnc2)CC1 (stereo unspecified),?,1.17
-5.3,4.0,Cc1c(C(=O)NC2CCCc3ccccc32)oc2ccc(S(=O)(=O)N3CCOCC3)cc12 (stereo unspecified),4.3,1.08
3.0,4.0,Cn1c(C(=O)N2CCCC(C(=O)NCc3cccs3)C2)cc2sccc21 (stereo unspecified),-27.0,0.99
1.0,5.0,CCN(CCCNC(=O)CCCN1C(=O)COc2ccc(C)cc21)c1cccc(C)c1,-28.0,1.04
1.0,14.0,CC1(O)c2ccccc2C(=O)N1CCc1ccccc1F (stereo unspecified),-11.0,1.02
6.5,13.0,Cc1cccc(C)c1OCc1nnc(SCC(=O)Nc2nccs2)o1,-21.5,0.72
-3.5,12.0,COc1ccc(-n2cnnc2SCCC#N)cc1,-2.0,1
-1.5,1.0,CCOC(=O)CCC(=O)O[C@H]1[C@H](O[C@@H]2[C@@H](C)[C@H](O[C@H]3C[C@@](C)(OC)[C@@H](O)[C@H](C)O3)[C@@H](C)C(=O)O[C@H](CC)[C@@](C)(O)[C@H](O)[C@@H](C)C(=O)[C@H](C)C[C@@]2(C)O)O[C@H](C)C[C@@H]1N(C)C,-5.0,1.02
-5.0,9.0,O=C(CN1CCN(S(=O)(=O)c2ccc(F)cc2)CC1)Nc1ccc(Cl)c(C(F)(F)F)c1,-6.0,1.21
-3.5,10.0,Cn1c(=O)c2c(nc(SCC(=O)NCc3ccc4c(c3)OCO4)n2Cc2ccccc2)n(C)c1=O,-17.5,1.02
-0.5,3.0,COc1ccc(C(=O)CSc2nnc(C3CCCCC3)n2N)c(OC)c1,-6.0,1.1
2.0,5.0,O=C(CCn1cccc1)Nc1nccs1,40.0,1.06
6.0,2.0,CNC(=O)c1c[nH]n2c(=O)c(Cc3ccccc3F)c(C)nc12,-18.0,1.03
1.0,14.0,COC(=O)CC1Oc2ccccc2N(Cc2ccc(C)cc2)C1=O (stereo unspecified),-12.0,1.04
-5.0,9.0,CCC(C)NC(=O)C1CC(c2ccc(OC)cc2)=NO1 (stereo unspecified),18.0,1.1
-4.0,9.0,Cc1cc(=O)n2nc(N3CCC(C(=O)NC4CCCc5ccccc54)CC3)sc2n1 (stereo unspecified),4.0,1.21
-1.0,36.0*,O=C(COc1ccc(S(=O)(=O)N2CCCC2)cc1Cl)NC1CC1,-12.5,1
3.0,7.0,CCc1ccc(-n2c(O)cnc2Nc2nc(C)cc(C)n2)cc1,-8.0,1.02
-10.5,3.0,Cc1cccc(NC(=O)c2ccccc2O)c1C,0.0,1.03
3.3,9.0,Cc1ccc(CCNC(=O)C2CCN(S(=O)(=O)c3cccc4nsnc34)CC2)cc1,-16.7,1.03
1.0,10.0,CN(CCc1ccccn1)S(=O)(=O)c1ccc(F)cc1,-7.0,1.01
8.0,4.0,CN1C(=O)CSc2ccc(NC(=O)Nc3ccccn3)cc21,-52.0,1.15
2.5,11.0,CCOC(=O)c1c(C)n(C)c2ccc(OC)c(NC(=O)CCN3CCSCC3)c12,-15.5,1.1
1.0,4.0,CCc1ccc(C2CC(c3ccccc3Cl)Nc3nc(N)nn32)cc1 (stereo unspecified),-6.0,1.04
-3.5,1.0,Cc1sc2ncnc(SCC(=O)N3CCCC3)c2c1C,-31.5,0.96
0.5,5.0,O=C(Nc1ccc2[nH]c3c(c2c1)CCCC3)c1ccco1,-1.5,1.33
7.0,5.0,O=C(CCn1c(=O)[nH]c2ccsc2c1=O)N1CCN(Cc2ccc3c(c2)OCO3)CC1,3.0,0.83
0.5,23.0,COc1cc(C2C(C(=O)c3ccc(C)o3)=C(O)C(=O)N2c2cc(C)on2)cc(Br)c1O (stereo unspecified),-8.5,1
-28.0,2.0,Cc1ccc(Cl)cc1N1CCN(C(=O)c2ccc(NS(=O)(=O)c3c(C)noc3C)cc2)CC1,-18.0,1.09
4.0,7.0,O=C(c1ccc(CNS(=O)(=O)c2ccccc2)cc1)N1CCN(c2ccccn2)CC1,-1.0,1.04
5.5,5.0,O=C1C(Cl)=C(N2CCCCC2)C(=O)N1c1ccccc1Cl,-33.0,0.93
-2.5,17.0,COc1ccccc1NC(=O)N1c2ccc(F)cc2CCC1C (stereo unspecified),-2.5,0.94
0.0,38.0*,Cc1cc(=O)n2nc(N3CCCC(C(=O)NCCCN4CCc5ccccc5C4)C3)sc2n1 (stereo unspecified),1.0,1.05
?,13.0,CSc1ccc(C2NC(=O)c3c(sc4c3CCN(C)C4)N2)cc1 (stereo unspecified),?,4.72*
-5.0,2.0,O=C(Cn1nc(-c2ccc(Cl)cc2)ccc1=O)N1CCN(c2ccccc2)CC1,-4.0,1.02
4.0,9.0,Cc1nn(C)c(C)c1S(=O)(=O)NC1CCCC1,14.0,1.07
1.0,14.0,CCOC(=O)C(C)n1cnc2c(nnn2Cc2ccc(C)cc2)c1=O (stereo unspecified),-15.3,1.06
5.0,27.0,CCOc1cccc(-c2nnc3n2N=C(c2cc(OC)ccc2OC)CS3)c1,-13.0,1.04
?,10.0,CCOc1ccccc1NC(=O)Cn1nnc(C(=O)Nc2ccccc2Cl)c1N,?,1.13

# Continued:
VLA-4 agonist,LNCaP diff act,Structure,VLA-4 antagonist,Jurkat autofluor
?,6.0,CCOc1ccc(NC(=O)CSc2nc3ccccc3c(=O)n2CCNC(C)=O)cc1,?,1.09
-10.0,18.0,O=C(Nc1cnc2ccccc2c1)c1ccncc1,-9.0,1
-0.3,6.0,O=C(c1ccco1)N1CCN(C(=O)C2CCN(S(=O)(=O)c3cccc4nsnc34)CC2)CC1,-9.0,1
4.0,11.0,CCOC(=O)N1CCN(S(=O)(=O)c2ccc(C(=O)Nc3nc4c(s3)CC(C)CC4)cc2)CC1 (stereo unspecified),20.0,1.06
-0.5,9.0,COc1ccccc1OCCNC(=O)c1cccs1,7.0,1.02
-7.0,11.0,Cc1ccc(CCNC(=O)C2CCCN(c3nc4ccccc4o3)C2)cc1 (stereo unspecified),18.0,1.05
-1.5,5.0,O=C(COc1ccc2ccccc2c1)N1CCCC1,-5.0,0.94
-3.0,11.0,Cc1cc2ccccc2n1CCNC(=O)C1CCCC1,-15.0,1.02
1.0,10.0,Cc1ncoc1C(=O)Nc1ccccc1-c1ccccc1,-26.0,0.9
?,6.0,O=C(Nc1ccc2c(c1)OCO2)c1cccc2c1C(=O)N(Cc1cccnc1)C2,?,1.19
-13.5,1.0,CCCCCn1c(CN2CCN(c3cc(Cl)ccc3C)CC2)nc2c1c(=O)[nH]c(=O)n2C,6.5,1.21
-0.7,10.0,Cc1cc(NS(=O)(=O)c2ccc(NC(=O)Nc3ccc4c(c3)OCO4)cc2)no1,3.7,1.01
-8.0,20.0,C=C(C)CSc1nnc2[nH]c(=O)cc(N)n12,-11.7,1.02
-13.5,5.0,Cc1cccc(N(C)C(=S)Oc2ccc3ccccc3c2)c1,2.0,0.96
-6.0,13.0,Cc1ccc(NC(=O)CSc2nnc(CSc3nc(C)cc(C)n3)n2Cc2ccco2)c(C)c1,-17.0,1.06
1.0,10.0,Cc1cccc(-n2ncc3c(NCCCn4ccnc4)ncnc32)c1,-16.5,1.01
-2.0,4.0,O=S(=O)(NC1=NCCC1)c1cccs1,-5.0,0.98
14.0,23.0,N#CCSCC(=O)Nc1ccc(F)cc1,-32.5,1.02
2.0,5.0,CCOC(=O)CN1C(=O)C(CC)Oc2ccccc21 (stereo unspecified),9.0,1.01
-3.3,8.0,Nc1[nH]nc2nc(N3CCCC3)nc(-c3ccccc3)c12,-2.7,1.02
2.0,10.0,O=C(c1ccco1)N1CCN(CC(=O)N2CCCc3c2c(=O)oc2ccc(O)cc32)CC1,-3.0,0.98
-3.0,11.0,Cc1ccc2[nH]c(=O)c(CN(CCCO)S(=O)(=O)c3c(C)ccc4nsnc34)cc2c1,-12.0,1.06
-6.0,6.0,CC(=O)N1CCc2ccc(C(=O)CN3CCN(c4cccc(C)c4C)CC3)cc21,-1.0,1.06
-11.5,12.0,CC(C)Oc1ccc(C(CC(=O)O)NC(=O)C2CCCCC2)cc1 (stereo unspecified),96.5*,1.04
1.0,2.0,CCOc1ccccc1-n1c(SCC(=O)NC2CCCC2)nnc1-c1ccoc1C,-9.0,1.03
?,0.0,CCN(CC)CCNC(=O)C1c2ccccc2C(=O)N(C)C1c1cn(C)c2ccccc12 (stereo unspecified),?,1.11
-4.0,8.0,CCOC(=O)N1CCN(C(=O)c2ccc(CNS(=O)(=O)c3ccc(C)cc3)cc2)CC1,-10.0,1.04
-2.3,7.0,Cc1nc2ccccc2n1CCC(=O)Nc1cccc(F)c1,-8.3,0.82
-1.0,12.0,COc1ccc(-c2nc(CSCC(=O)N3CCC(C(N)=O)CC3)c(C)o2)cc1OC,7.0,1.1
-9.0,2.0,COc1ccc(NC(C)=O)cc1NC(=O)CN1CCN(C2c3ccccc3-c3ccccc32)CC1,3.0,0.93
-3.7,9.0,O=C(Nc1ccccn1)N1CCOCC1,-8.3,1
3.0,11.0,COc1ccccc1OCc1nc2ccccc2[nH]1,-9.5,1.07

# Rewritten field by field: part of the list above
CCN(CC)CCNC(=O)C1c2ccccc2C(=O)N(C)C1c1cn(C)c2ccccc12 (stereo unspecified)
  VLA-4 agonist: ? | LNCaP diff act: 0.0 | VLA-4 antagonist: ? | Jurkat autofluor: 1.11
CCOC(=O)N1CCN(C(=O)c2ccc(CNS(=O)(=O)c3ccc(C)cc3)cc2)CC1
  VLA-4 agonist: -4.0 | LNCaP diff act: 8.0 | VLA-4 antagonist: -10.0 | Jurkat autofluor: 1.04
Cc1nc2ccccc2n1CCC(=O)Nc1cccc(F)c1
  VLA-4 agonist: -2.3 | LNCaP diff act: 7.0 | VLA-4 antagonist: -8.3 | Jurkat autofluor: 0.82
COc1ccc(-c2nc(CSCC(=O)N3CCC(C(N)=O)CC3)c(C)o2)cc1OC
  VLA-4 agonist: -1.0 | LNCaP diff act: 12.0 | VLA-4 antagonist: 7.0 | Jurkat autofluor: 1.1

# Additional entries.
VLA-4 agonist,LNCaP diff act,Structure,VLA-4 antagonist,Jurkat autofluor
4.0,8.0,CCC1CCCCN1CCCNC(=O)COc1cc(=O)n(C)c2ccccc12 (stereo unspecified),-1.0,1.06
2.0,6.0,COC(=O)c1ccccc1NC(=O)C1CCCCC1C(=O)O (stereo unspecified),-4.7,1.11
3.0,4.0,CCC(=O)OCCn1c(=O)c2cc3c(=O)n(CCOC(=O)CC)c(=O)c3cc2c1=O,-17.0,0.94
1.0,11.0,O=C1c2ccncc2C(=O)N1CO,-2.0,1.01
-0.5,5.0,O=P1(O)C=C(c2ccccc2)NC(c2ccccc2)=C1,-10.5,0.96
-15.3,13.0,Cc1noc(/C=C/N(C)C)c1S(=O)(=O)N1CCCC(C(=O)NCCC2=CCCCC2)C1 (stereo unspecified),17.0,1.06
?,20.0,CCOC(=O)CSc1nc2ccccc2n1C(=O)OCC,?,2.76*
1.0,1.0,O=C(c1cc2ccccn2n1)N1CCCC1,-3.0,1
?,11.0,Oc1ccccc1C1=Nc2nc3ccccc3n2C(c2ccccc2)C1 (stereo unspecified),?,2.33

# An excerpt (hit frequency here may not be typical).
